Source: PubChem BioAssay
Peg3 promoter: Peg3 promoter activity inhibition. HeLa PEG-Prom luciferase reporter, luminescence, overnight. inhibition, % at 20 µM. actives 1.7% (n = 360,000). AID 588405;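 active = inhibition of at least 50% at 20 µM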
NR2E3 ag-1: NR2E3 (human) agonism; AID 2300; GST-NR2E3/biotin-RetCOR TR-FRET, 1536-well; Q9Y5X4; actives 0.12% (n = 320,000); inhibition of corepressor binding, % at 4.78 µM;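 active = percent inhibition above the cutoff of mean plus 3 SD of all tested compounds, set per screening campaign, cut at about 20% in these data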;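 note: 0% = DMSO wells and 100% = biotin wells as full block of FRET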
Target sequence (Q9Y5X4 whole entry, looked up): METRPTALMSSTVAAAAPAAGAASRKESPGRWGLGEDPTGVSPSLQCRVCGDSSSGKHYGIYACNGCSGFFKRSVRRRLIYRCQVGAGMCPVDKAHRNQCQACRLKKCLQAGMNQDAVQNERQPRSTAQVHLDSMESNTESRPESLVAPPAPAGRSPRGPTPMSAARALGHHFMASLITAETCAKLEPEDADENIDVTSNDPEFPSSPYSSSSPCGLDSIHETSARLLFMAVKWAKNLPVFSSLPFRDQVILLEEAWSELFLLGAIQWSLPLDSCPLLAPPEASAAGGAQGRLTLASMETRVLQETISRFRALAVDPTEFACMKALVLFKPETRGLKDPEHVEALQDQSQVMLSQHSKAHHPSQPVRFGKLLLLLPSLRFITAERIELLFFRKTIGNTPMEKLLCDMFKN
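Assay system: NR2E3–RetCOR corepressor complex. Quantity: 1.35 nM GST-NR2E3. Buffer or medium: pH 7.5 Tris-based buffer. Reagent: biotinylated RetCOR corepressor at 7 nM final. Schedule: 5 h at 4 °C. Detection: TR-FRET, emission read at 617 and 671 nm. Replicates: one well per compound, singlicate testing.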
TWEAK-Fn14 inh: blocks TWEAK-Fn14 interaction in a reporter cell assay. TWEAK-stimulated Fn14 reporter cells, luciferase luminescence, 8 h. inhibition, % at 10 µM. actives 2% (n = 360,000). AID 1159606; in the data active = inhibition above about 50%
TROY NFkB inh: TROY signaling inhibition; Q293 LMP1-TROYcd NF-kB luciferase reporter, 4 h; inhibition, % at 10 µM; actives 0.98% (n = 360,000); AID 1347056;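 active = compounds whose plate-normalised and pattern-corrected inhibition of the luciferase reporter signal at the single screening dose is 50% or more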
NR2E3 ag-2: agonists of human NR2E3 nuclear receptor. Q9Y5X4. CHO-S Gal4-NCOR/VP16-NR2E3 two-hybrid, luciferase. inhibition of corepressor binding, % at 3.98 µM. actives 0.35% (n = 360,000). AID 602229;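 active = inhibition above the mean of all tested compounds plus 3 SD, cut at about 70% in these data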;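 note: 0% = DMSO with NR2E3 transfected cells and 100% = cells lacking NR2E3 construct; higher means lower luciferase signal from less NR2E3 corepressor binding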
TRPM1 prom inh: reduces MITF-dependent TRPM1 promoter luciferase signal; inhibition, % at 12.5 µM; actives 0.83% (n = 330,000); SK-MEL-5 TRPM1 promoter luciferase, 24 h;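 active = mean inhibition across replicates of 60% or more, whatever share of single replicates reaches that level; inconclusive = some that reach 60%, reason not given; inactive = mean inhibition across replicates below 60%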; note: values of inactives mirror those of a sister screen read the other way
Shn3 inh set2: Schnurri-3 reporter inhibition in Clone20 osteoblasts | AID 588674 | inhibition, % at 12.5 µM | Clone20 osteoblast Shn3 3'UTR firefly luciferase, 24 h | actives 0.52% (n = 360,000);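 active = mean inhibition of at least 75% with every replicate also reaching 75%; inconclusive = mean inhibition at least 75% but some replicate below; inactive = mean inhibition below 75%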;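 note: 0% = median of neutral control wells and 100% = pilot-screen positive control compound; some compounds past the cut are filed as inactive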
KKLEB cytotox: reduces viability of KKLEB cystic fibrosis airway cells; activity change (cytotoxicity), % at 5 µM; KKLEB CF airway cells viability, ATPlite luminescence, overnight; active compounds read low; cells stimulated with P. aeruginosa culture filtrate; actives 0.36% (n = 360,000); AID 602141;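 active = corrected activity change at or below -50% at 5 µM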
CF NFkB inh: blocks PAF-induced NF-kB reporter in cystic fibrosis cells; KKLEB NF-kB-GFP reporter, GFP fluorescence overnight; inhibition, % at 5 µM; actives 0.86% (n = 360,000); AID 588850;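 active = at least 50% inhibition at 5 µM, scaled per plate between neutral and stimulator controls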;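 note: PAF is a Pseudomonas aeruginosa culture filtrate used as stimulus; plate controls were PAF-stimulated DMSO wells for no effect and unstimulated DMSO wells for full effect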
C8 TRAIL sens: caspase-8 TRAIL sensitization. NB7+C8 cells + TRAIL, ATPlite viability luminescence. actives 1% (n = 360,000). inhibition (viability loss, TRAIL sensitization), % at 10 µM;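 active = compounds causing at least 50% loss of cell viability in the single-dose screen, relative to plate controls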
HIF-2a inh: inhibitors of HIF-2a; 786-0 RCC cells HIF-2a reporter, luciferase luminescence, overnight; inhibition, % at 18.8 µM; actives 0.72% (n = 360,000);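 active = inhibition of the luminescence signal of 40% or more relative to plate controls, in a single-dose primary screen at 18.75 µM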
The depositor's hits bear a star; ? = inconclusive; . = no result given. Only part of the results is shown; the hit share may differ from the screen's.

nr | Molecule | Peg3 promoter | NR2E3 ag-1 | TWEAK-Fn14 inh | TROY NFkB inh | NR2E3 ag-2 | TRPM1 prom inh
1 | Cc1ccc(CNC(=O)c2cccnc2)cc1 | 20 | 0 | 4 | 5 | -11 | .
2 | CCOC(=O)c1ccc(NC(=O)c2ncn3c2C(=O)NC[C@H]3C)cc1 | -11 | . | -10 | -4 | -11 | .
3 | O=C(CNC(=O)c1ccco1)OCC(=O)c1ccc2c(c1)CCCC2 | 7 | -1 | -10 | -9 | -7 | -10
4 | COc1ccc(CCNC(=O)c2cccnc2Cl)cc1OC | 7 | 5 | 3 | 7 | 19 | 10
5 | Cc1c(NC(=S)NC(=O)c2ccc(Cl)cc2)c(=O)n(-c2ccccc2)n1C | 13 | 1 | -10 | -1 | 17 | -9
6 | COc1cccc(N2C(=O)CC(Sc3nc(C)cc(C)n3)C2=O)c1 (stereo not drawn) | 6 | -1 | 0 | 13 | -3 | 8
7 | CCOc1c(/C=C(\C#N)C(N)=O)c2ccccc2n1CC | 19 | -4 | 27 | 22 | -1 | 5
8 | CCCOc1ccc(/C=N/NC(=O)c2ccc3c(c2)OCO3)c(OCCC)c1 | 9 | 1 | 6 | -25 | 9 | -6
9 | CC(C)[C@H](NC(=O)OC(C)(C)C)C(=O)N1CCC(C(=O)N[C@@H](C)C(=O)Nc2ccc(F)cc2)CC1 | 0 | -5 | -10 | 0 | -7 | -1
10 | COc1ccc(NC(=O)CCN2CCN(c3ccccc3F)CC2)c(OC)c1 | 17 | 0 | -5 | -8 | -34 | 7
11 | O=C(Nc1cc(N2CCOCC2)ncn1)c1ccc(F)cc1 | -69 | -1 | -23 | -23 | -23 | -22
12 | CC(=O)c1cccc(NC(=O)N2CCCCCC2)c1 | 3 | 0 | -4 | -16 | -16 | -7

nr | Shn3 inh set2 | KKLEB cytotox | CF NFkB inh | C8 TRAIL sens | HIF-2a inh
1 | . | -2 | -2 | 7 | 9
2 | 20 | -6 | 3 | 14 | -9
3 | -7 | 3 | 5 | 2 | -10
4 | 2 | 9 | -7 | 6 | 16
5 | 25 | 5 | -3 | -5 | 10
6 | 1 | 4 | 12 | -1 | -1
7 | 24 | -16 | 34 | 7 | 32
8 | -4 | 7 | 19 | -2 | -9
9 | 8 | -5 | -4 | -2 | 9
10 | 12 | 4 | -7 | -3 | 4
11 | -40 | 12 | -6 | -7 | -35
12 | 2 | -16 | 10 | -2 | -6

Overlap with the part before: five compounds; new compounds follow.
nr | Molecule | Peg3 promoter | NR2E3 ag-1 | TWEAK-Fn14 inh | TROY NFkB inh | NR2E3 ag-2 | TRPM1 prom inh
8 | CCCOc1ccc(/C=N/NC(=O)c2ccc3c(c2)OCO3)c(OCCC)c1 | 9 | 1 | 6 | -25 | 9 | -6
9 | CC(C)[C@H](NC(=O)OC(C)(C)C)C(=O)N1CCC(C(=O)N[C@@H](C)C(=O)Nc2ccc(F)cc2)CC1 | 0 | -5 | -10 | 0 | -7 | -1
10 | COc1ccc(NC(=O)CCN2CCN(c3ccccc3F)CC2)c(OC)c1 | 17 | 0 | -5 | -8 | -34 | 7
11 | O=C(Nc1cc(N2CCOCC2)ncn1)c1ccc(F)cc1 | -69 | -1 | -23 | -23 | -23 | -22
12 | CC(=O)c1cccc(NC(=O)N2CCCCCC2)c1 | 3 | 0 | -4 | -16 | -16 | -7
13 | CC12CCC(C(=O)NCc3ccc4c(c3)OCO4)(C(=O)C1=O)C2(C)C (stereo not drawn) | 15 | 1 | -18 | -26 | -1 | 6
14 | COc1ccc(/C=C2\CC/C(=C\c3ccc(OC)c(OC)c3)C2=O)cc1OC | -122 | -4 | 56* | 22 | -11 | 24
15 | CSc1ccc(/C=C/C(=O)N2CCCN(C)CC2)cc1 | -29 | 4 | -6 | 10 | -17 | -40
16 | CN=c1sc2ccccc2n1CC(O)COCc1ccco1 (stereo not drawn) | 13 | -3 | 0 | -9 | -26 | 5
17 | O=CN/C=C/c1cc(O)ccc1O | -3 | -1 | 19 | -2 | 6 | 15
18 | CCOc1ccccc1N1CCN(CC(=O)NC(C)c2ccccc2)CC1 (stereo not drawn) | 13 | 7 | 0 | -12 | -27 | 1
19 | O=C(Nc1c(F)cc(F)cc1Br)c1ccco1 | 7 | 3 | 15 | 2 | 14 | 3
20 | O=C(/C=N\O)NCCCNCc1ccccc1 | 1 | -1 | -6 | 3 | -9 | -1
21 | COc1cccc(CN(C)C(=O)c2cc(S(=O)(=O)NC3CCCCC3)ccc2C)c1OC | -4 | 1 | 20 | -2 | -2 | 10
22 | CCNC(=O)COC(=O)Cc1ccc(Cl)cc1Cl | 5 | 3 | 8 | -42 | -2 | -3
23 | COc1ccc(CN2CCCC(CNC(=O)c3ccc(F)cc3)C2)c(C)c1C (stereo not drawn) | 5 | 6 | -16 | -16 | -2 | -4
24 | COc1cc(OC)cc(C(=O)OCC(=O)NCc2ccc3c(c2)OCO3)c1 | 18 | -4 | -3 | -23 | 3 | 3

nr | Shn3 inh set2 | KKLEB cytotox | CF NFkB inh | C8 TRAIL sens | HIF-2a inh
8 | -4 | 7 | 19 | -2 | -9
9 | 8 | -5 | -4 | -2 | 9
10 | 12 | 4 | -7 | -3 | 4
11 | -40 | 12 | -6 | -7 | -35
12 | 2 | -16 | 10 | -2 | -6
13 | -5 | -5 | 6 | -14 | 19
14 | -37 | -41 | -17 | 64* | -121
15 | -43 | 8 | -13 | 1 | -57
16 | 17 | 1 | -2 | 5 | 9
17 | 7 | 2 | 17 | 15 | -7
18 | 1 | 7 | 0 | 26 | 17
19 | 0 | -4 | 16 | -4 | -7
20 | -25 | -10 | -2 | -13 | 7
21 | 5 | -11 | 9 | -1 | 5
22 | -4 | -6 | -11 | -5 | 13
23 | 11 | -17 | 12 | 10 | 14
24 | -5 | 5 | -15 | -5 | 11

Continuation.
nr | Molecule | Peg3 promoter | NR2E3 ag-1 | TWEAK-Fn14 inh | TROY NFkB inh | NR2E3 ag-2 | TRPM1 prom inh
25 | COc1cccc(NC(=O)CSC(N)=O)c1 | 9 | 0 | -16 | 1 | -24 | 3
26 | CS(=O)(=O)Nc1nc2n(n1)C(c1ccccc1)CC(c1ccccc1)N2 (stereo not drawn) | -5 | 3 | 1 | -2 | 1 | 0
27 | Cc1nn(C(=O)c2c(-c3ccccc3)noc2C)c(C)c1N=Nc1cc(C(F)(F)F)cc(C(F)(F)F)c1 | 40 | -1 | 21 | 68* | -21 | 10
28 | O=C1Nc2cc(C(=O)N3CCN(c4ccccn4)CC3)ccc2S/C1=C\c1ccccc1 | 4 | 0 | 22 | 41 | 14 | 2
29 | COc1ccc(N(CC(=O)NCCC2=CCCCC2)S(=O)(=O)c2ccccc2)c(OC)c1 | -7 | 1 | -8 | -7 | -8 | 14
30 | CCOCCn1c(SCC(=O)OCc2ccccc2)nc2c1c(=O)[nH]c(=O)n2C | -13 | 3 | 5 | -4 | -13 | .
31 | CN(C)CCCN(C(=O)c1ccc2c(c1)OCCO2)c1nc2ccc(Cl)cc2s1 | -11 | 0 | 18 | 38 | -11 | 1
32 | Cc1cc(C(=O)O)ccc1-c1ccc(/C=C2\SC(=O)N(CC(=O)Nc3ccc4c(c3)OCO4)C2=O)o1 | 5 | . | -13 | 5 | -10 | 7
33 | CCCCCCCCN1C(=O)[C@H](CC(=O)NCCCOCCCC)C[C@@]2(C(=O)OC)CCCCC=C12 | . | . | 0 | -5 | -12 | .
34 | Cc1cccc(NC(=O)CN2C(=O)N/C(=C/c3ccc(C)o3)C2=O)c1 | 22 | -5 | 19 | -2 | -7 | -7
35 | Cc1ccc(S(=O)(=O)N2C[C@H]3C(=O)C[C@@H](c4ccccc4)N(S(=O)(=O)c4ccc(C)cc4)[C@H]3C[C@H]2c2cccs2)cc1 | 13 | . | 2 | 5 | 3 | .
36 | O=C(NC1CCC(c2ccccc2)CC1)c1cccnc1 (stereo not drawn) | -4 | 0 | 4 | 8 | 5 | 15

nr | Shn3 inh set2 | KKLEB cytotox | CF NFkB inh | C8 TRAIL sens | HIF-2a inh
25 | 3 | 14 | 4 | -7 | 11
26 | -5 | 10 | -14 | -8 | 14
27 | -2 | 4 | -10 | -13 | 18
28 | 9 | 7 | 9 | -7 | -11
29 | -2 | -3 | 6 | -6 | 8
30 | -16 | 7 | -15 | -9 | -15
31 | -12 | -10 | 16 | 13 | -196
32 | 12 | -12 | -22 | -18 | 14
33 | . | . | . | 13 | 1
34 | 11 | 1 | 4 | -3 | 19
35 | 5 | -31 | -4 | 8 | 10
36 | 21 | 8 | -20 | 0 | 6

Next entries.
nr | Molecule | Peg3 promoter | NR2E3 ag-1 | TWEAK-Fn14 inh | TROY NFkB inh | NR2E3 ag-2 | TRPM1 prom inh
37 | c1ccc(NC2=NCCCCS2)cc1 | 12 | 3 | -8 | 8 | -15 | 11
38 | CCCCn1c(-c2ccccc2)nc2c(=O)n(C)c(=O)[nH]c21 | 0 | 0 | 20 | 10 | -9 | -2
39 | CCN(CC)CC(=O)Nc1ccc(C)cc1C(=O)c1ccccc1 | 2 | 0 | -3 | 14 | 9 | -2
40 | NC(=O)c1ccc(SCC(=O)OCC(=O)N2CCCCC2)c([N+](=O)[O-])c1 | 12 | -1 | 16 | -14 | -4 | 6
41 | COC(=O)c1c(C)[nH]c(C(=O)COC(=O)c2c(C)noc2C)c1C | -87 | 1 | 5 | -34 | -29 | -30
42 | CN(C)c1ccc2c(=O)c3ccccc3oc2n1 | -120 | . | 55* | -27 | -118 | .
43 | COc1ccc(-c2noc(N3CCCC(C(=O)Nc4ccccc4F)C3)n2)cc1 (stereo not drawn) | -132 | -2 | -25 | -37 | -23 | .
44 | CC(=O)c1ccc(OC(=O)CCc2ccccc2)cc1 | -4 | 5 | 5 | -6 | -19 | 11
45 | Cn1ccnc1Sc1ccc(C(N)=O)cc1[N+](=O)[O-] | 12 | 1 | -14 | 13 | 2 | 6
46 | COc1ccccc1C(=O)N/C(=C/c1ccc(Br)cc1)C(=O)NCC(=O)O | 6 | 2 | 16 | -5 | 24 | 14
47 | COc1ccc(Oc2c(Cl)cnn(-c3ccc(Cl)c(Cl)c3)c2=O)cc1 | 65* | 8 | 2 | 7 | -9 | ?

nr | Shn3 inh set2 | KKLEB cytotox | CF NFkB inh | C8 TRAIL sens | HIF-2a inh
37 | -12 | -28 | 3 | 15 | 19
38 | 0 | -6 | 5 | -5 | 7
39 | -26 | -2 | 3 | -12 | 10
40 | 1 | -5 | 20 | -7 | 10
41 | -9 | -2 | 2 | 12 | -65
42 | -41 | -6 | 1 | 44 | -130
43 | -13 | 5 | -10 | 1 | -86
44 | -5 | 25 | -6 | 9 | 13
45 | 3 | 14 | -7 | -8 | 10
46 | 0 | 18 | -13 | 15 | 4
47 | 19 | 3 | -20 | 89* | 84*
